ABHD5 PLIN5 PPI – ABHD5-PLIN5 protein interaction inhibition; Split G. princeps luciferase complementation, luminescence, 4 h; inhibition, % at 4 µM; 360,000 compounds, 0.78% hits;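 active = inhibition above the mean inhibition across every tested compound plus 3 SD, cut at about 22% in these data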;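 note: 0% = DMSO only wells and the 100% control is not disclosed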
MC4R antagonist – antagonists of human melanocortin 4 receptor (MC4R). P32245. MC4R-expressing cells, MTII-stimulated cAMP, LANCE TR-FRET. inhibition, % at 6.5 µM. 360,000 compounds, 0.48% hits;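 active = inhibition above its plate's cutoff, the mean of tested wells on that plate plus 3 SD, cut at about 29% in these data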;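 note: 0% = Melanotan II alone and 100% = Melanotan II plus saturating MCL0020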
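material = U2OS cells stably expressing human melanocortin 4 receptor (MC4R) | also added = Melanotan II challenge | dosing = single nominal compound dose of 6.5 µM | detection = TR-FRET with Eu-cAMP and labeled anti-cAMP, 671 nm | replication = singlicate | timing = compound 30 min, challenge 1 h, detection 1 h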
MC4R barr agon – human MC4R agonism via beta-arrestin; 360,000 compounds, 0.98% hits; P32245; activation, % at 8.9 µM; U2OS MC4R beta-arrestin complementation, luminescence; percent of melanotan II response, DMSO zero;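 active = activation above a per-plate cutoff, the mean activation of sample wells on that plate plus 3 SD, cut at about 8% in these data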
ABCB6 inh 2 – human ABCB6 transporter inhibition. Q9NP58. K562-ABCB6 porphyrin accumulation, flow cytometry, 1 h; stronger effect = lower value. fluorescence ratio to DMSO, % at 10 µM. 360,000 compounds, 0.19% hits. AID 602162;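 active = fluorescence ratio to DMSO below 75%, the collection mean minus 3 SD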;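 note: signal is porphyrin accumulated inside mitochondria; 100% equals median channel fluorescence of DMSO control wells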
NOD2-RIPK2 inh – inhibitors of human NOD2-RIPK2 interaction; O43353; 360,000 compounds, 0.38% hits; CHO BLA complementation NOD2-RIPK2, CCF4 ratio; inhibition, % at 4.98 µM; in the data active = inhibition above about 21%;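 note: 0% = vehicle only and 100% = reference blocker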
TLR9-MyD88 block – TLR9-MyD88 interaction inhibition; Q9NR96+Q99836; CHO BLA complementation TLR9-MyD88, CCF4 FRET ratio; inhibition, % at 4.98 µM; 340,000 compounds, 0.21% hits;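 active = inhibition above the mean over all tested compounds plus 3 SD, cut at about 21% in these data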;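 note: 0% = DMSO only wells and 100% = clavulanate BLA inhibitor control wells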
Target sequence (Q99836 whole entry, looked up): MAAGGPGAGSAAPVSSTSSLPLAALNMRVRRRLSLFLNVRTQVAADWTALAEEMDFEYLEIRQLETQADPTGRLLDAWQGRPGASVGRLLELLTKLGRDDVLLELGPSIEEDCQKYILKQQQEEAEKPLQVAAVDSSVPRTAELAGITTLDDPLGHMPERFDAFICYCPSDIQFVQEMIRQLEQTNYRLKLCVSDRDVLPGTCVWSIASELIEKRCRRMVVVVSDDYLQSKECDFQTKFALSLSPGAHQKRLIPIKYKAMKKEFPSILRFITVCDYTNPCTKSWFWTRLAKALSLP
Target sequence (Q9NR96 whole entry, looked up): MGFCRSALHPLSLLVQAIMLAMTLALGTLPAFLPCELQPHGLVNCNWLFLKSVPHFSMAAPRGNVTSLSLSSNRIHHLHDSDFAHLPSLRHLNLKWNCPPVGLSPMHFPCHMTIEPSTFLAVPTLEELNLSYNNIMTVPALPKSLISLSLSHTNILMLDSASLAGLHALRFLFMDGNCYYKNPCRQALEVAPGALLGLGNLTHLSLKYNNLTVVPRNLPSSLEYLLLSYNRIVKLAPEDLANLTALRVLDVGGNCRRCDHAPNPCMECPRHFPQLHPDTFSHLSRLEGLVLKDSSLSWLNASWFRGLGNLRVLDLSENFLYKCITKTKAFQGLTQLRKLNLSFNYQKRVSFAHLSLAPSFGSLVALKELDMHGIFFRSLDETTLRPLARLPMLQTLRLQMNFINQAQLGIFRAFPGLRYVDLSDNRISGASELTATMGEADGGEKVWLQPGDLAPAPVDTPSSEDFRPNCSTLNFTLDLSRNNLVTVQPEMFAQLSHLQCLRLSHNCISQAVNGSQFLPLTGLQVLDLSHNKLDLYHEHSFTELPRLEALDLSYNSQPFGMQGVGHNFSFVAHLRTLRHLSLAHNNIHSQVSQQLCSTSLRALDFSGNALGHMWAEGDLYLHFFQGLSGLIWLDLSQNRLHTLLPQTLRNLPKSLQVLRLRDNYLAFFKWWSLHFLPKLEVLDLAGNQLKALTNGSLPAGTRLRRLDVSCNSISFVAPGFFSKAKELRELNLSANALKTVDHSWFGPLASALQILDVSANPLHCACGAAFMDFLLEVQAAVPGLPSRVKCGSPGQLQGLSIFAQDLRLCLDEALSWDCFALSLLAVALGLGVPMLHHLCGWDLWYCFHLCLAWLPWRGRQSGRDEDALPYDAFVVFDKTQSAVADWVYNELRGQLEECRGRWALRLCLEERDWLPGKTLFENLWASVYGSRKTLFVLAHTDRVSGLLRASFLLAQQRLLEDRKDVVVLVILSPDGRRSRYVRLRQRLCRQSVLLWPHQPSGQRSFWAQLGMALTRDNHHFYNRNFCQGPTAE
Vif inh – HIV Vif inhibition | inhibition, % at 7.49 µM | 340,000 compounds, 0.35% hits | HEK293T cells, Vif self-association by quenched fluorescence, imaging, 24 h; in the data active = inhibition above about 50%, passing the limit was not always enough; note: some results filed as inactive read as strong as hits
N-glyco inh – N-linked glycosylation inhibition; D54 ERlucT glycosylation luciferase reporter, 24 h; percent of 100 nM tunicamycin response; reporter increase, % at 12.5 µM; 360,000 compounds, 0.23% hits;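 active = mean luciferase reporter signal, scaled so untreated is 0 and the glycosylation-blocking control 100, at or above a set limit in every replicate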;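 note: luciferase carries N-glycosylation sites so blocking glycosylation raises the light; 0% = median of neutral control wells and 100% = median of 100 nM tunicamycin wells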
aDG glyco up – increases alpha dystroglycan glycosylation. Pro5-aDG cells, alpha-DG glycosylation AlphaScreen (IIH6); 0% Pro5, 100% B10-LARGE cell signal. activation, % at 10 µM. 360,000 compounds, 0.22% hits;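 active = activation of at least 8% versus controls, or a plate z-score of at least 8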;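 note: Pro5 are CHO cells carrying HIG-tagged alpha-DG that lacks glycosylation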
Exocytosis inh – blocks lytic granule exocytosis; 360,000 compounds, 0.66% hits; TALL-104 LAMP-1 surface exposure, flow cytometry; cells stimulated with thapsigargin and PMA; inhibition, % at 10 µM;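 active = inhibition above about 55%, limit read from the data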
The depositor's hits bear a star; nt = no result given.

SMILES | ABHD5 PLIN5 PPI | MC4R antagonist | MC4R barr agon | ABCB6 inh 2 | NOD2-RIPK2 inh | TLR9-MyD88 block | Vif inh | N-glyco inh | aDG glyco up | Exocytosis inh
CN(CCCN1CCCCC1)C(=O)CCc1nnc(C2CCCCC2)o1 | 3 | -4 | -2.6 | 96 | -6 | 0 | -3 | 3 | -0.1 | -1
COc1ccc(-n2c(Cc3cccn3C)nnc2SCC(=O)Nc2ccccc2F)cc1 | 8 | 7 | -1.1 | 95 | -10 | -14 | 0 | -3 | 0.2 | 0
CCOc1ccccc1CNC(=O)c1cc2occc2n1C | -5 | 5 | -0.3 | 99 | -11 | 1 | nt | 0 | -0.2 | 0
CC1CCN(S(=O)(=O)c2nnc(NC(=O)c3cccc([N+](=O)[O-])c3)s2)CC1 | -4 | -5 | -2.4 | 99 | -6 | -6 | 5 | 0 | -0.1 | -4
CC(=O)NC(CCS(C)(=O)=O)C(=O)Nc1cccc(C)c1 (configuration not stated) | 1 | 1 | -0.2 | 94 | 1 | 0 | -7 | 1 | -0.1 | -3
O=C(OCc1nc2scc(-c3ccccc3)c2c(=O)[nH]1)c1cccc([N+](=O)[O-])c1 | 1 | 2 | -0.8 | 94 | -8 | 8 | -1 | 2 | -0.2 | 1
CCCCn1c(N)c(N(CCOC)C(=O)CCNC(=O)c2ccc(Br)cc2)c(=O)[nH]c1=O | -8 | 8 | -0.6 | 98 | -16 | 1 | 2 | 0 | 0.0 | -3
S=C1NCN(Cc2ccco2)CN1c1ccccc1 | 3 | 14 | -1.2 | 103 | -2 | -2 | -9 | -1 | 0.0 | -2
CCCN(CC(=O)Nc1ccccc1OC)C(=O)c1cnc(Cl)c(Cl)c1 | -2 | 18 | -3.5 | 90 | 9 | -3 | -10 | -2 | 0.2 | 11
COc1ccc(C(=O)NC2CCN(C(=S)Nc3ccc(C)cc3)CC2)cc1 | 4 | -3 | -2.5 | 98 | -4 | -3 | 0 | 3 | 0.3 | 22
COc1cc(OC)cc(-c2cc3nc(C)c(CCC(=O)O)c(C)n3n2)c1 | 1 | -6 | 1.5 | 92 | -4 | 2 | 8 | -3 | -0.1 | 1
O=C(C1CC1)N1CCc2cc(S(=O)(=O)N3CCOCC3)ccc21 | 2 | 3 | -0.3 | 100 | -9 | -4 | 10 | -1 | 0.2 | -1
COc1cc(NC(=O)c2cccc3c(-c4cnn(C)c4)coc23)cc(OC)c1OC | 6 | 46* | -0.6 | 90 | 4 | nt | -10 | -5 | 0.1 | -3
CCN(Cc1nc2ccccc2c(=O)[nH]1)Cc1cc(=O)oc2cc(OC)ccc12 | 2 | 1 | -0.1 | 99 | 1 | -15 | 2 | -2 | -0.3 | 1
Cc1cc(C)nc(OC(C(=O)O)C(OCCc2ccccc2)(c2ccccc2)c2ccccc2)n1 (configuration not stated) | 13 | -1 | 0.4 | 92 | -6 | -14 | -1 | -1 | 0.2 | 19
O=C(N1CCCCC1)C1(c2ccccc2)CCCCC1 | -5 | 15 | -2.6 | 91 | -11 | -3 | -5 | -2 | 0.3 | -1
COc1ccccc1N1C(=O)c2cccc3c(N(C)CCO)ccc(c23)C1=O | 7 | 2 | -0.5 | 99 | 4 | -7 | 80* | 1 | 0.0 | -8
Cc1cccc(N(CC(=O)NC(C)(C)C)C(=O)CCC(=O)Nc2ccccn2)c1 | 9 | 3 | -2.6 | 103 | 6 | -11 | -3 | 0 | -0.1 | 1
O=C(NCCc1ccccc1)c1ccc(NC(=O)C2CC2)cc1 | 8 | 1 | -0.4 | 97 | 0 | 0 | 5 | 1 | 1.2 | 4
CCCCC(CC)COP(=O)(OCC(CC)CCCC)OCC(CC)CCCC (configuration not stated) | 5 | 3 | -0.2 | 101 | -1 | 3 | 4 | -3 | 0.1 | 1
O=[N+]([O-])c1cc(Cl)ccc1Sc1ccccn1 | -4 | -1 | -2.6 | 98 | 0 | 4 | 14 | -1 | 0.0 | -14
O=C(Nc1cccc2ncccc12)c1ccc(OCc2ccccc2)cc1 | 0 | 14 | -1.4 | 95 | 2 | -8 | -37 | -3 | 2.3 | 3
Cc1ncsc1C(=O)NCc1ccc(N2CCCC2=O)cc1 | 3 | -10 | 0.4 | 97 | -16 | 1 | 1 | 0 | 0.2 | -2
CC(=Nc1ccccc1)C1=C(O)CC(C)(C)CC1=O | 3 | 4 | 1.1 | 97 | -7 | 4 | -10 | 3 | -0.3 | -2
Cc1ccc(C(=O)NC(=S)NNS(=O)(=O)c2ccc(C)cc2)cc1 | -18 | 3 | -2.7 | 97 | 4 | 2 | -2 | 0 | -0.3 | 0
Cc1ccc(S(=O)(=O)NN2C(=O)/C(=C/c3ccc(F)cc3)SC2=S)cc1 | -3 | 9 | -1.5 | 99 | 10 | 2 | -3 | 1 | 0.0 | 2
O=c1[nH]c(C2CCCN(S(=O)(=O)c3cccc(Cl)c3)C2)nc2c1nnn2Cc1ccc2c(c1)OCCO2 (configuration not stated) | 13 | -36 | -3.6 | 99 | -12 | -15 | 15 | -2 | -0.4 | 19
O=C(Nc1ccccc1)Nc1nnc(CSCc2ccccc2Cl)s1 | -2 | 3 | 11* | 94 | -3 | 3 | -1 | -1 | 0.5 | 1
COc1ccccc1NS(=O)(=O)c1cccc(C(=O)N/N=C/c2ccc(N3CCOCC3)cc2)c1 | -12 | -3 | -1.9 | 98 | -4 | 0 | -6 | -1 | -0.2 | 0
CCOC(=O)c1cnc2ccc(C)cc2c1Nc1ccc(N2CCOCC2)cc1 | 8 | 30* | -0.3 | 97 | 8 | 5 | -36 | -7 | -0.5 | 5
CCOC(=O)c1ccccc1NC(=O)c1c(F)c(F)c(F)c(F)c1F | -1 | -24 | 0.9 | 98 | -2 | 1 | -1 | -4 | 1.6 | 0
CC(=O)Nc1ccc(N2CCN(C(C)=O)CC2)cc1 | -3 | -1 | -1.9 | 96 | -4 | -8 | -5 | 1 | -0.1 | 1
CC(C)CNC(=O)COC(=O)c1c2c(nc3ccccc13)CCC2 | 3 | 9 | 0.7 | 97 | 5 | -2 | 21 | 0 | 0.0 | -9
CCOC(=O)c1ccc(NC(=O)CSc2ccc(-c3ccncc3)nn2)cc1 | 11 | 12 | -1.4 | 93 | -5 | -4 | 1 | 0 | 0.0 | 0
CC1CCC2(CC1)NC(=O)N(CC(=O)NCCc1ccccc1)C2=O (configuration not stated) | 14 | 5 | 2.3 | 97 | -34 | -2 | 2 | 1 | -0.1 | -7
O=C(CC12CC3CC(CC(C3)C1)C2)N/N=C\c1ccc[nH]1 | -5 | 14 | 1.7 | 91 | -1 | 0 | 4 | -1 | 0.3 | -2

Among those listed so far, these contain a COOH group:
SMILES | ABHD5 PLIN5 PPI | MC4R antagonist | MC4R barr agon | ABCB6 inh 2 | NOD2-RIPK2 inh | TLR9-MyD88 block | Vif inh | N-glyco inh | aDG glyco up | Exocytosis inh
COc1cc(OC)cc(-c2cc3nc(C)c(CCC(=O)O)c(C)n3n2)c1 | 1 | -6 | 1.5 | 92 | -4 | 2 | 8 | -3 | -0.1 | 1
Cc1cc(C)nc(OC(C(=O)O)C(OCCc2ccccc2)(c2ccccc2)c2ccccc2)n1 (configuration not stated) | 13 | -1 | 0.4 | 92 | -6 | -14 | -1 | -1 | 0.2 | 19

(next part)
SMILES | ABHD5 PLIN5 PPI | MC4R antagonist | MC4R barr agon | ABCB6 inh 2 | NOD2-RIPK2 inh | TLR9-MyD88 block | Vif inh | N-glyco inh | aDG glyco up | Exocytosis inh
CC(C)(C)n1nc2c(c1NC(=O)c1ccc(Br)o1)CS(=O)C2 (configuration not stated) | -2 | 4 | -1.3 | 87 | 5 | -3 | 6 | -1 | 0.2 | 5
CN1CCN(C(=O)c2cccc(-c3cnc4cnc(-c5ccccc5Oc5ccccc5)cn34)c2)CC1 | 5 | 10 | 1.8 | 93 | 0 | nt | -8 | -6 | -0.2 | 7
COc1cc(-c2nnc(SCc3c(F)cccc3Cl)o2)cc(OC)c1OC | -6 | -3 | 0.0 | 97 | -1 | 3 | -9 | -2 | 0.2 | -2
CC1C/C(=N\NC(=S)NC(C)C)CC(C)(C)C1 (configuration not stated) | -8 | 3 | -2.6 | 88 | 1 | 1 | nt | 0 | 0.5 | 0
COc1ccccc1CNC(=O)C(C)Sc1ccc(C)cc1 (configuration not stated) | 0 | 1 | -1.1 | 99 | 8 | 4 | 28 | -1 | -0.3 | 0
COc1ccc(Cl)cc1NC(=O)NCCCl | -8 | 2 | -1.2 | 89 | -4 | 3 | -8 | 1 | 0.2 | -3
COc1ccc(NC(=O)CS(=O)(=O)c2ccc(C)cc2)c(OC)c1 | 6 | 15 | 0.8 | 104 | 1 | -4 | -5 | 5 | -0.2 | 10
CN1CCC(NC(=O)c2ccncc2)CC1 | -6 | -6 | -0.3 | 97 | -2 | -1 | 22 | -1 | 0.1 | 16
O=[N+]([O-])c1ccc(Oc2cccnc2)nc1 | -5 | 2 | 1.4 | 98 | -4 | -4 | -7 | 0 | -0.1 | 0
CC(=O)Nc1ccc(NC(=O)CCC(=O)OCC(=O)c2ccc(C)c([N+](=O)[O-])c2)cc1 | 3 | -1 | 0.1 | 97 | -8 | -8 | 8 | 1 | 0.3 | 1
COc1ccc(-n2nc(C(=O)NCC(=O)NC3CCCC(C)C3C)c3ccccc3c2=O)cc1 (configuration not stated) | 6 | 9 | -0.3 | 97 | -9 | -11 | -3 | -2 | 0.4 | 3
O=C(CSc1nc(=O)n2ccccc2n1)NCc1ccccc1 | 6 | 6 | -0.1 | 97 | -2 | 2 | 1 | -1 | -0.2 | 2
Cc1occc1C(=O)N1CCN(c2ccc(Cl)c(Cl)c2)CC1 | 0 | 9 | -2.0 | 100 | -5 | -5 | 0 | -3 | 1.6 | -3
CC1CC(C)CN(C2CCN(Cc3cccnc3)CC2)C1 (configuration not stated) | 2 | 0 | -0.8 | 92 | 5 | -4 | 14 | 1 | -0.2 | 1
COc1ccc(NC(=O)COc2ccc(C(=O)NCc3cccnc3)cc2OC)cc1 | 12 | 3 | -2.3 | 96 | -1 | 0 | 3 | -3 | 0.5 | -7
Cc1c(NC(=O)COC(=O)c2cc(-c3ccc(-c4ccccc4)cc3)nc3ccccc23)c(=O)n(-c2ccccc2)n1C | -1 | 4 | 18* | 95 | 2 | -4 | -17 | -13 | 0.5 | 2
Clc1ccccc1-c1csc(Nc2cccnc2)n1 | -6 | -2 | 0.1 | 89 | -14 | 8 | 1 | 3 | 0.0 | -13
COc1cccc(OC)c1C(=O)Nc1ccc(N2CCCC2)cc1 | 4 | 2 | 0.5 | 101 | -7 | 1 | -2 | 2 | -0.3 | -1
Cc1ccc(N2CCN(S(=O)(=O)c3c(C)noc3C)CC2C)cc1 (configuration not stated) | -11 | 4 | 0.7 | 100 | -2 | 9 | -2 | 0 | -0.1 | 2
Cc1cc(C)nc(SC2CCOC2=O)n1 (configuration not stated) | 4 | 6 | -0.7 | 100 | -21 | 3 | -1 | 0 | 0.3 | 0
O=C(Nc1ccc(Cl)c(Cl)c1)c1ccccc1NC(=O)C1CC=CCC1C(=O)O (configuration not stated) | 0 | 15 | -3.0 | 100 | 4 | 2 | -9 | 5 | 0.5 | 32
COC(=O)C1C(=O)C=C(Nc2ccc(F)cc2F)CC1c1ccccc1 (configuration not stated) | 2 | -4 | -0.5 | 82 | -4 | 8 | -5 | 0 | 0.1 | -1

Screens from PubChem.

Not all compounds are listed; count on the stated rates, not on these rows.
